From PubChem
FBW7 activator: human FBW7 E3 ligase activation, primary screen; Q969H0; 0.13% of 650,000 active; AID 1259310; AlphaScreen FBW7–phospho-cyclin E peptide binding, activator screen; normalized activity (activation), % at 26.1 µM; in the data active = normalized activity above about 1.9%;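 also: purified mutant Fbw7 with reduced substrate affinity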
Target sequence (Q969H0 whole entry, looked up): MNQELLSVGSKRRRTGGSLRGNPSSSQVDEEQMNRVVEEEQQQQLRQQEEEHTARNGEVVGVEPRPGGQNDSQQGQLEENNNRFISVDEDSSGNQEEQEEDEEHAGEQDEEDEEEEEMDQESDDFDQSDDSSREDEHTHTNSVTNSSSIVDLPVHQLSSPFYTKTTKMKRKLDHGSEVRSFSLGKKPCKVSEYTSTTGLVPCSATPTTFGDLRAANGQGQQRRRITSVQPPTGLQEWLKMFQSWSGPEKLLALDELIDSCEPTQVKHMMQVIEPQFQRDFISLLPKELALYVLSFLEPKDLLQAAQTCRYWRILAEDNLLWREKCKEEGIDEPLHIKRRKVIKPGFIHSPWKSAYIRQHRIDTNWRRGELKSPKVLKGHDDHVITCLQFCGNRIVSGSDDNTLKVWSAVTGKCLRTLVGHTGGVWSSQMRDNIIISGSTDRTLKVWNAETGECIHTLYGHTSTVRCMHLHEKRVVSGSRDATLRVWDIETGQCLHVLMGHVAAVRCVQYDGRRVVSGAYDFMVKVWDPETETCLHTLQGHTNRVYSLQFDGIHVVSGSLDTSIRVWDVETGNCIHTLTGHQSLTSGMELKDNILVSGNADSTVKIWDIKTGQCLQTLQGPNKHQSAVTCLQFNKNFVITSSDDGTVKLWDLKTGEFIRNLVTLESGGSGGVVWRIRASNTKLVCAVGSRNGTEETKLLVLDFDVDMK
GPR151 activ: activates the human receptor GPR151; Q8TDV0; PathHunter beta-arrestin GPR151 cells, luminescence; activation, % at 11.2 µM; 1% of 650,000 active; in the data active = activation above about 4.9%;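 also: 0% = median of compound wells and 100% = cells with positive control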
Target sequence (Q8TDV0 whole entry, looked up): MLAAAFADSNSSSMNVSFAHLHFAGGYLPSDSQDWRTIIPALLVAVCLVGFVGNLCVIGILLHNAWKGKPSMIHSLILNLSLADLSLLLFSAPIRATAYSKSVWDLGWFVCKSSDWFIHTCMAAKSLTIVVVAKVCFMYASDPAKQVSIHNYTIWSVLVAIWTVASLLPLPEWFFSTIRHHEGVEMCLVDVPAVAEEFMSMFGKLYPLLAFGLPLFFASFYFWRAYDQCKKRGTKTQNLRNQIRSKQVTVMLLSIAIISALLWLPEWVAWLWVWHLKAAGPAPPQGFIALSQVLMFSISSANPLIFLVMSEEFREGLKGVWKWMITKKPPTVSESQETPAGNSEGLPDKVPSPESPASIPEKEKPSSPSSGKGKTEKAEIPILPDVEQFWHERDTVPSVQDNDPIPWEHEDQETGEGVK
TEAD-YAP inh: TEAD-YAP interaction inhibition; inhibition, % at 9.12 µM; AID 1259422; 1.4% of 640,000 active; HEK-TIYL cells, TEAD-Gal4/YAP UAS-luciferase luminescence; in the data active = inhibition above about 32%;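 also: 0% = median of test compound wells and 100% = reference inhibitor wells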
MITF primary: inhibitors of human MITF | AlphaScreen MITF homodimerization, bead proximity signal | inhibition, % at 2.6 µM | 0.91% of 650,000 active | AID 1259374; in the data active = inhibition above about 50%;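 also: 0% = vehicle wells with protein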
Starred values were filed as active, the others as inactive; & = joins results of further samples.

SMILES	FBW7 activator	GPR151 activ	TEAD-YAP inh	MITF primary
Cc1ccc(S(=O)(=O)N2CCCN(c3nc4ccccc4s3)CC2)cc1	0.0	-0.3	-1	1
COCCN(CCOC)S(=O)(=O)c1ccc(C(=O)Nc2sc3c(c2C#N)CC(C)CC3)cc1 (stereo not given)	0.1	1.5	-13	13
O=C(CCC(=O)N1CCSc2ccccc21)NCc1cccc(Cl)c1	0.2	1.4	-3	9
COc1ccc(OC)c(C(=O)CSc2nnnn2-c2cccc(F)c2)c1	0.1	0.6	6	3
O=[N+]([O-])/C=C/Nc1cc([N+](=O)[O-])ccc1O	0.4	0.4	-2	19
O=C(NNC(=O)c1ccccc1O)c1ccc(F)cc1	-0.6	0.3	-50	0
CSc1nc2ccccc2n1CC(=O)Nc1ccccc1	0.0	2.4	-11	6
O=C(Nc1ccc([N+](=O)[O-])cc1)c1ncn[nH]1	-1.0	0.4	4	34
COC(=O)c1ccccc1NC(=O)C1CCCN(c2nc(-c3ccc(OC)cc3)no2)C1 (stereo not given)	0.4	-1.2	-10	20
Nc1nc(COc2ccccc2Cl)nc(N2CCCCC2)n1	-0.1	-0.7	-6	-2
CCOC(=O)c1c(NC(=S)NC(=O)c2ccc(C)cc2)sc2c1CCC2	0.3	-2.4	-6	12
Clc1ccc(C2C=C(c3cccc(Br)c3)Nc3ncnn32)cc1 (stereo not given)	0.7	1.5	0	8
Cn1c2ccc(Br)cc2c2nnc(SCN3C(=O)c4ccccc4C3=O)nc21	0.2	1.7	7	11
Cc1sc(NC(=O)CN(C(=O)c2cccc(Cl)c2)C2CCCC2)c(C(N)=O)c1C	-0.1	-0.1	22	11
CCCCC(CC)C(=O)NCCC(c1ccccc1)c1ccccc1 (stereo not given)	0.0	-1.1	-10	-2
O=C1NC2=C(C(=O)N(CCCO)C2)C(c2ccc(Cl)c(Cl)c2)N1 (stereo not given)	0.8	-0.2	-1	17
CC(=O)Nc1ccc(C(=O)Nc2ccc(S(=O)(=O)NCCc3ccccc3)cc2)cc1	0.1	1.8	8	-9
CC(C)(C)NC(=O)C(c1cccs1)N(Cc1cccnc1)C(=O)c1csnn1 (stereo not given)	0.5	0.0	10	22
Cc1ccc(-n2cnc3cc(C(=O)NCC4CCCO4)ccc32)c(C)c1 (stereo not given)	0.3	1.7	-27	20
CCc1csc2ncc(C(=O)Nc3ccc(OC(F)(F)F)cc3)c(=O)n12	-0.1	0.0	5	3

Whole records, quoted from the list. Order of screens: FBW7 activator | GPR151 activ | TEAD-YAP inh | MITF primary
O=C1NC2=C(C(=O)N(CCCO)C2)C(c2ccc(Cl)c(Cl)c2)N1 (stereo not given) is entered as 0.8 | -0.2 | -1 | 17
O=C(Nc1ccc([N+](=O)[O-])cc1)c1ncn[nH]1 is entered as -1.0 | 0.4 | 4 | 34
CCCCC(CC)C(=O)NCCC(c1ccccc1)c1ccccc1 (stereo not given) is entered as 0.0 | -1.1 | -10 | -2

6 of the compounds above, with two lines to a compound:
The line under a structure holds: FBW7 activator	GPR151 activ	TEAD-YAP inh	MITF primary
- CCOC(=O)c1c(NC(=S)NC(=O)c2ccc(C)cc2)sc2c1CCC2
  0.3	-2.4	-6	12
- Cc1ccc(-n2cnc3cc(C(=O)NCC4CCCO4)ccc32)c(C)c1 (stereo not given)
  0.3	1.7	-27	20
- Clc1ccc(C2C=C(c3cccc(Br)c3)Nc3ncnn32)cc1 (stereo not given)
  0.7	1.5	0	8
- Cc1sc(NC(=O)CN(C(=O)c2cccc(Cl)c2)C2CCCC2)c(C(N)=O)c1C
  -0.1	-0.1	22	11
- O=C1NC2=C(C(=O)N(CCCO)C2)C(c2ccc(Cl)c(Cl)c2)N1 (stereo not given)
  0.8	-0.2	-1	17
- CC(C)(C)NC(=O)C(c1cccs1)N(Cc1cccnc1)C(=O)c1csnn1 (stereo not given)
  0.5	0.0	10	22

Going on with the list:
SMILES	FBW7 activator	GPR151 activ	TEAD-YAP inh	MITF primary
Cc1c(C(=O)N2CCN(c3cccc(Cl)c3)CC2)sc2nc[nH]c(=O)c12	-0.1	0.0	48*	-9
COc1ccc2c3c(c(=O)oc2c1)CCC3	0.0	-0.9	0	16
Cc1[nH]c2ccccc2c1CCNC(=O)/C(=C/c1ccco1)NC(=O)c1ccc(C(C)(C)C)cc1	0.0	0.6	0	13
CCCCNC(=O)c1ccc2c(c1)NC(=O)C(CS(=O)(=O)Cc1cccc(F)c1)N2 (stereo not given)	0.3	-0.4	3	4
COc1cc(C#N)ccc1OC(=O)c1ccccc1C	0.6	1.2	3	11
CCCCCCC1CC1C(=O)Nc1ccc(NC(=O)c2ccccc2)cc1 (stereo not given)	0.3	0.9	0	8
Cc1ccc(CN2C(=O)CCC2CCNCc2ccccc2F)cc1F (stereo not given)	0.0	-0.3	9	9
CCC(C(=O)N1CCc2nc(C)[nH]c(=O)c2C1)c1ccccc1 (stereo not given)	-0.1	-0.2	-1	-3
NC(=O)C1CCCN(Cc2ccc3c(c2)CN(Cc2cccc(C(F)(F)F)c2)CCO3)C1 (stereo not given)	0.4	2.1	-10	7
COc1ccc(Cl)cc1NC(=O)NN1CCOCC1	0.1	-0.4	-2	17
CC(C)n1c(-c2ccc(C(=O)NC3CC3)cc2)nc2c(NCCO)ncnc21	-0.1	1.0	-4	5
COc1cc(OC)c2c(C)cc(N3CCCCCC3)nc2c1	0.3	0.0	4	26
O=C1CCCN1CC1CCCN(c2nc3nonc3nc2N2CCSCC2)C1 (stereo not given)	0.1	-1.6	-4	18
COc1cccc2cc(-c3nc4ccccc4[nH]3)c(=Nc3cccc(C(F)(F)F)c3)oc12	0.2	-0.7	18	17
O=C(Nc1ccc(S(=O)(=O)N2CCCCC2c2cccnc2)cc1)c1ccc(C(=O)c2ccccc2)cc1 (stereo not given)	0.0	1.5	25	5
NS(=O)(=O)c1ccc(NC(=S)N2CCN(c3ccc([N+](=O)[O-])cc3)CC2)cc1	-0.2	1.0	-11	-4
CC(C)C12CN3CC(C(C)C)(CN(C1)C3c1ccccc1)C2=O (stereo not given)	0.0	0.4	2	-5
CCC1CCCCN1CCCNC(=O)COc1cc(=O)n(C)c2ccccc12 (stereo not given)	0.2	-0.6	0	7
CCCCCCOC(OCCCCCC)C(OCCCCCC)(OCCCCCC)c1ccccc1	0.0	0.0	-1	-3
Cc1cccc(NC(=S)N2CCC(N(C)CCN3CCOCC3)CC2)c1	-0.1	-0.8	4	1
Cc1cccc(-n2nc([N+](=O)[O-])c(=NC3CCCC3)n2O)c1	-0.4	-1.2	-11	31
CC(=O)c1cccc(S(=O)(=O)N2CCC(c3nc4ccc(C)cc4[nH]3)CC2)c1	0.9	-1.5	7	14
COC(=O)c1ccccc1NC(=O)C1CCCCC1C(=O)O (stereo not given)	0.0	-0.1	5	-11
CCCC(c1nnnn1CS(=O)(=O)c1ccc(C)cc1)N1CCN(CC)CC1 (stereo not given)	0.0	-0.1	-3	4
CC(C)n1c(N2CCOCC2)nc2c(NCCN3CCOCC3)ncnc21	-0.1	4.1	-2	0
CC(C)c1ccc(NC(=O)c2ccc(F)c(S(=O)(=O)N3CCCC3)c2)cc1	0.2	-1.0	-9	12
CC1=NOC(=O)/C1=C\c1cc(Br)c(O)c(Br)c1	0.0	-1.3	3	68*
Cc1ccc(Oc2ccc(OCC(=O)NC3CCS(=O)(=O)C3)cc2)cc1 (stereo not given)	-0.1	-0.4	12	0
O=C(Nc1ccc2c(c1)OCO2)C1(c2cccs2)CCOCC1	0.3	3.4	4	2
O=C(COc1ccc(Cl)cc1Br)NNC(=O)c1ccccc1O	0.0	3.3	-36	-34
Cc1cc(-c2ccc(C(=O)O)s2)c[nH]c1=O	0.0	-1.2	-3	-2
CCSC1=NSC2=NC(=O)/C(=C\c3ccccc3)C(=N)N12	0.7	-2.8	7	-1
COc1ccc(C(=O)N2CCN(S(=O)(=O)c3ccc4ccccc4c3)CC2)cc1	-0.1	-1.0	-1	1
COc1ccc(NC(C)C(=O)N/N=C/c2cc(OC)ccc2O)cc1 (stereo not given)	0.0	-1.8	-2	-7
CN(C(=O)c1ccc(Br)o1)c1cccc(F)c1N1CCC2(CC1)OCCO2	0.1	-0.5	-9	-3
COc1ccc(NC(=O)CSC2=C(C#N)C(c3ccc(C(C)C)cc3)CC(=O)N2)cc1 (stereo not given)	-0.1	0.5	4	0
CCOC(=O)c1c(NC(C)=O)sc2c(Cl)c(C=O)ccc12	-0.1	-0.6	5	2
COc1ccccc1OCCCC(=O)Nc1ccc(S(=O)(=O)Nc2ncccn2)cc1	0.0	0.5	1	-6
O=C(NCCOc1cccc2cccnc12)c1c(F)cccc1Cl	-0.2	1.9	-3	3
CCOc1ccc2nc(NC(=O)c3ccccc3O)sc2c1	0.0	0.8	-48	2
CCc1cccc(NC(=O)CCC(=O)O)c1	0.2	2.1	-2	-7
CC1(C)CC(NCCC#N)CC(C)(C)N1	0.1	1.8	0	-8
CCC1C(=O)N=C(SCC(=O)Nc2cc(C)on2)NC1=O (stereo not given)	-0.1	0.3	6	2
Cn1c(=O)c2c(nc(CN3CCC(C(N)=O)CC3)n2CCc2ccccc2)n(C)c1=O	-0.1	0.7	-3	2
CCN(CC)P(=O)(C(Cl)=C(N1CCOCC1)N1CCOCC1)N(CC)CC	0.1	-2.3	-1	-2
S=C1NCCOCCOCCOCCNC(=S)N2CCOCCOCCN1CCOCC2	0.0	1.3	-6	-6
C=CCN1C(=O)/C(=C/c2cc(I)ccc2O)SC1=S	-0.2	0.4	6	6
O=C(O)CCCC(=O)Nc1cc([N+](=O)[O-])ccc1O	0.0	0.3	0	2
CCOc1cc(/C=N/O)ccc1O	0.0	-0.7	16	21
Cc1ccc(C(=O)N/N=C/c2ccc3c(c2)OCO3)o1	-0.1	-5.4	-35	-14

The listing continues:
SMILES	FBW7 activator	GPR151 activ	TEAD-YAP inh	MITF primary
Cc1ccc(S(=O)(=O)Nc2cccc(Br)c2)cc1C(=O)O	-0.1	3.7	3	-3
CCOc1cccc(C(=O)Nc2ccc(N3CCOCC3)c(Cl)c2)c1	0.0	-0.6	-17	6
CCOc1ccc(-c2nnc(SCC(=O)NCCc3ccc(OC)c(OC)c3)nc2-c2ccc(OCC)c(OC)c2)cc1OC	-0.1	0.1	8	-4
O=[N+]([O-])c1cc(SCc2ccc(Cl)cc2)c2c(C3OCCS3)nn(-c3ccccc3)c2c1 (stereo not given)	-0.1	0.4	-2	-5
COc1cc(CNc2ncn[nH]2)ccc1OCc1cccc(C)c1	-0.1	5.1*	-29	-11
COc1ccc(Cl)cc1NC(=O)N(C)C12CC3CC(CC(C3)C1)C2	-0.2	-1.3	-1	-4
Cc1cc(C)c(NC(=O)CN2CCC(NC(=O)C3CCCCC3)CC2)c(C)c1	-0.3	-1.0	4	1
CCCc1cc(C(=O)OCC(=O)c2ccccc2)c2ccccc2n1	-0.2	3.0	4	3
CC1=C(c2ccc(C)cc2)S(=O)(=O)NC1=NC1CCN(Cc2ccccc2)CC1	0.2	-0.8	5	9
CCCOc1ccc(/C(O)=C2\C(=O)C(=O)N(c3nc(C)c(C(=O)OC)s3)C2c2ccc(OC)cc2)c(C)c1 (stereo not given)	0.1	-1.3	-6	0

5 compounds drawn at random from the list so far:
SMILES	FBW7 activator	GPR151 activ	TEAD-YAP inh	MITF primary
CCCc1cc(C(=O)OCC(=O)c2ccccc2)c2ccccc2n1	-0.2	3.0	4	3
CCOc1cccc(C(=O)Nc2ccc(N3CCOCC3)c(Cl)c2)c1	0.0	-0.6	-17	6
CCCOc1ccc(/C(O)=C2\C(=O)C(=O)N(c3nc(C)c(C(=O)OC)s3)C2c2ccc(OC)cc2)c(C)c1 (stereo not given)	0.1	-1.3	-6	0
COc1cc(CNc2ncn[nH]2)ccc1OCc1cccc(C)c1	-0.1	5.1*	-29	-11
Cc1ccc(S(=O)(=O)Nc2cccc(Br)c2)cc1C(=O)O	-0.1	3.7	3	-3

Following part:
SMILES	FBW7 activator	GPR151 activ	TEAD-YAP inh	MITF primary
COc1ccc(CCN2C(=O)CC(Cc3ccc(Br)cc3)C2=O)cc1OC (stereo not given)	0.1	5.6*	-4	0
COc1ccc(CN2CCCC(CCC(=O)N(C)CCc3ccccn3)C2)c(F)c1 (stereo not given)	0.0	0.3	3	-11
Cc1ccc(S(=O)(=O)N(CC(N)=O)c2ccccc2Cl)cc1	0.5	0.6	0	19
O=C1CCC(C(=O)NCc2nnc3n2CCN(CC2CCCCC2)CC3)N1 (stereo not given)	-0.1	0.0	7	-9
COc1cc(C(=O)N/N=C/c2ccc(O)cc2)cc(OC)c1OC	0.1	-1.0	57*	3
Nc1nonc1C(=O)N/N=C/c1cc([N+](=O)[O-])ccc1Cl	0.5	2.2	7	12
Cc1cccc(-n2ncc3c(Nc4ccc(-c5ccccc5)cc4)ncnc32)c1	0.0	-0.2	7	7
CCN(CC)S(=O)(=O)c1cccc(C(=O)N2CCCC2=C(C#N)C#N)c1	-0.1	0.3	6	-1
Cc1ccccc1Cn1c(C(=O)O)c(CNC2CC2)c2ccccc21	-0.2	0.3	16	2
COc1ccc(CCNCC(=O)Nc2ccccc2N2CCCCC2)cc1	0.0	0.1	-4	61*
Cc1oc2c(CN3CCCCCC3)c(O)ccc2c(=O)c1-c1nc2ccccc2s1	-0.1	0.1	-1	-4
CC(C)(O)CC[C@@H](O)[C@](C)(O)[C@H]1CC[C@@]2(O)C3=CC(=O)[C@@H]4C[C@@H](O)[C@@H](O)C[C@]4(C)C3CC[C@]12C (stereo not given in full)	-0.2&0.0	0.5&-1.4	-9&-2	7&11
CCOC(=O)C1=C(C)NC(=S)NC1c1ccc(C)cc1C (stereo not given)	-0.1	-0.4	-10	-7
C=CCN1CCN(c2c(Cl)cccc2NC(=O)c2ccc(Br)o2)CC1C (stereo not given)	-0.2	0.2	-4	10
Cc1[nH]ncc1C(=O)N1CCn2c(nc(-c3ccc(N(C)C)cc3)c2NC(C)(C)C)C1	0.0	0.3	-27	2
COc1cccc(C(=O)N2CCCC(c3[nH]ncc3-c3ccccc3)C2)c1 (stereo not given)	0.1	1.1	-32	-17
